# Screening data: PubChem BioAssay, Fisher Drug Discovery Resource Center
# NPYLR7 agonist: agonists of mosquito NPYLR7 receptor, primary screen, cell-based, Aedes aegypti, calcium fluorescence, mosquito biting behavior. Aedes aegypti neuropeptide Y-like receptor 7 (NPYLR7). HEK293T NPYLR7/Galpha15, GCaMP6s calcium fluorescence. activation, % at 10 µM. 270,000 tested, 0.15% active; in the data active = activation above about 40%;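 note: 0% = vehicle and 100% = reference agonist at the receptor; some compounds past the cut are filed as inactive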
# hcGAS lum: Primary biochemical luminescence assay for human cyclic GMP-AMP synthase inhibitors; Q8N884; recombinant h-cGAS, ATP depletion, Kinase-Glo luminescence; inhibition, % at 12.5 µM; 290,000 tested, 0.081% active;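 note: 0% = vehicle reaction and 100% = reaction without DNA for no activity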
# Target sequence (Q8N884 whole entry, looked up): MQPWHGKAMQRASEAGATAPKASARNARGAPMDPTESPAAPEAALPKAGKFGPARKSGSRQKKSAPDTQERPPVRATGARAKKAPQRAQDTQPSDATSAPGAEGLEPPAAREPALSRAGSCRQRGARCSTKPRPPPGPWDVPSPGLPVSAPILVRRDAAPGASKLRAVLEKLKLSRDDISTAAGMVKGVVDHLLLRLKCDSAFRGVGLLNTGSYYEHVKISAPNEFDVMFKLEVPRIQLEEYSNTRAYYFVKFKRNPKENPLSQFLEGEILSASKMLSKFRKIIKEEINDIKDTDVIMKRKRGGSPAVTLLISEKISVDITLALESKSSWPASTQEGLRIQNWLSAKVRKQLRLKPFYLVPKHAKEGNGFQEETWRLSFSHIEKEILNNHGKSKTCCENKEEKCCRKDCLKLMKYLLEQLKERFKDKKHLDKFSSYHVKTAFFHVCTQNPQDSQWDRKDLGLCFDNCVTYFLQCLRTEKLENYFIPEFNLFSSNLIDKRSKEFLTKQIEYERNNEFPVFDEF
# mcGAS lum: cyclic GMP-AMP synthase inhibitors, mouse, primary biochemical chemiluminescence; recombinant cGAS, Kinase-Glo ATP depletion luminescence; inhibition, % at 12.5 µM; 160,000 tested, 0.15% active;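 note: 0% = negative control wells and 100% = reference inhibitor with no enzyme activity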
# The depositor's hits bear a star; x = no result given; & = joins results of further samples. Cut-off read from the data, not from the text of the source, unless noted: active = inhibition above about 40%; inactive = the rest.
canonical_smiles	NPYLR7 agonist	hcGAS lum	mcGAS lum
CCC(C)N(Cc1ccccc1)C(=O)CCc1c(C)nc2c(c(OC)nn2C)c1C (stereo not drawn)	15	1	x
O=C(OC(C(=O)c1c[nH]c2ccccc12)c1ccccc1)c1cccc([N+](=O)[O-])c1 (stereo not drawn)	-5	-5	-8
Cc1ccc(S(=O)(=O)N(Cc2csc(COc3ccc(Cl)cc3)n2)C(C)C)cc1	-6	-5	-10
CS(=O)(=O)NCCCn1nc(-c2ccc(F)cc2)ccc1=O	-1	-2	x
CCCOC(=O)N1CC[C@@H](c2ccc3c(c2)OCO3)[C@H](O)C1	-5	-7	x
CC(C)(C)NC(=O)N1CCOC(Cc2ccc(F)cc2)C1 (stereo not drawn)	11	-4	-16
O=C1OC(C(=O)N2CCN(C(=O)c3cccs3)CC2)Cc2ccccc21 (stereo not drawn)	10	-2	-6
CN(C)CCSc1ccc(NC(=O)c2cccc(C(N)=O)c2)cc1	-5	-6	x
O=C(Cn1nc(-c2ccc(F)cc2)c2sc(N3CCCC3)nc2c1=O)NCc1ccc(F)cc1	-5	-8	-10
CCOC(=O)C(=O)NCC1Cc2cc(OC)ccc2O1 (stereo not drawn)	20	-4	-6
O=C(CN1CCC(n2nccc2NC(=O)C2CC2)CC1)NCC1CCCO1 (stereo not drawn)	11	-5	-12
CN1CCN(CC(O)c2ccc(F)cc2F)Cc2ccccc21 (stereo not drawn)	11	-10	-6
COc1ccc(CCNC(=O)C(NC(=O)OCc2ccccc2)SC(C)C)cc1OC (stereo not drawn)	0	-6	-5
N#CC(NC(=O)CCc1ccc(Cl)s1)c1ccsc1 (stereo not drawn)	5	-10	x
NC(=O)c1ccc(C2CCCN2C(=O)CCN2Cc3ccccc3C2)s1 (stereo not drawn)	0	-9	x
COc1ccc(CCOc2nc(-c3ccc(OC)cc3)n(-c3ccc(NC(=O)Nc4cccc(Cl)c4)cc3)n2)cc1	12	-9	-4
CC1(C)CC(=O)c2sc(NC(=O)c3cnn4c(C(F)(F)F)cc(-c5ccccc5)nc34)nc2C1	-14	0	-4
CCCCOC(=O)C1=C(C)NC2=C(C(=O)CCC2)C1c1cc(OC)ccc1OC (stereo not drawn)	-6	-3	-7
CCn1c(=S)[nH]c2c(c1=O)C1(CCCCC1)Cc1ccccc1-2	-4	-14	-7
Cc1ccc(-n2nc(C)c(CCC(=O)N(C)CCNC(=O)C(F)(F)F)c2C)c(C)c1	8	-3	x

# Two records picked at random from the list so far:
canonical_smiles	NPYLR7 agonist	hcGAS lum	mcGAS lum
Cc1ccc(-n2nc(C)c(CCC(=O)N(C)CCNC(=O)C(F)(F)F)c2C)c(C)c1	8	-3	x
CCCOC(=O)N1CC[C@@H](c2ccc3c(c2)OCO3)[C@H](O)C1	-5	-7	x

# Next part.
canonical_smiles	NPYLR7 agonist	hcGAS lum	mcGAS lum
CCCCCc1ccc(C(=O)N2CCc3c([nH]c4ccc(OC)cc34)C2c2ccccc2OC)cc1 (stereo not drawn)	4	-8	-6
COc1ccc(N2CC(C(=O)NCc3cc(-c4ccc(F)cc4F)on3)CC2=O)cc1 (stereo not drawn)	0	-3	-6
Cc1cc(N2CCCN(Cc3ccc(O)c(C(=O)O)c3)CC2)ccn1	-13	-2	x
Cn1cc(S(=O)(=O)N2CCOCC2)cc1C(=O)O	6	-14	x
CN1CCN(S(=O)(=O)c2ccc(Br)c3ccccc23)CC1	3	-3	x
CCCOCCCNC(=O)c1cc(N2CCOCC2)nc2ccccc12	-16	-1	-2
CN1CCN(c2ccc(NC(=O)c3c(F)cccc3Cl)cc2)CC1	2	-8	-8
CO[C@@H]1[C@@H](OC(N)=O)[C@@H](O)[C@H](Oc2ccc3c(O)c(NC(=O)c4ccc(O)c(CC=C(C)C)c4)c(=O)oc3c2C)OC1(C)C	-5&0	-1&5	x
CCn1ccsc1=N	0	3	x
CCCCCCCC(=O)N(CCCOC)CC(=O)N1CCc2sccc2C1c1ccc(OC)cc1 (stereo not drawn)	-6	5	-1
COc1cc(Cn2c(C(=O)O)cc3oc(C)cc32)cc(OC)c1	18	-5	x
O=C(NC1C2COCC1CN(CC1CCOCC1)C2)c1ccc2ncccc2n1 (stereo not drawn)	22	-7	x
Cc1nc(CN(C)C(=O)CN2CCC(c3ccccc3)C2)no1 (stereo not drawn)	x	-7	-18
COc1cccc(C=C2N=C(c3cccc(C)c3)OC2=O)c1OC(F)F	11	-6	x
CCOC(=O)c1nc2ccccc2nc1N1CCN(C(=O)c2ccc(C)c(C)c2)CC1	6	-4	-6
COCCCN1CCC(CNc2ncncn2)C1 (stereo not drawn)	x	-16	-8
O=C(CN1CCCCC1)N/N=C\c1ccc(OC2CSC2)cc1	-11	2	x
CCc1nc2ccc(C(=O)N(C)CCCN(C)C)cn2c1N(C)CCCc1ccccc1	14	-5	-4
C=CCOCC(O)CN(Cc1ccc(OC)c(OC)c1)C1CC1 (stereo not drawn)	17	0	-3
Cn1c(=O)[nH]c(=O)c2c1nc(N1CCN(Cc3ccc(F)cc3)CC1)n2Cc1ccc(Cl)cc1	18	-3	x

# In another format: three of the compounds above.
# Values in the order: NPYLR7 agonist | hcGAS lum | mcGAS lum
- COc1ccc(CCOc2nc(-c3ccc(OC)cc3)n(-c3ccc(NC(=O)Nc4cccc(Cl)c4)cc3)n2)cc1
    12 | -9 | -4
- O=C(OC(C(=O)c1c[nH]c2ccccc12)c1ccccc1)c1cccc([N+](=O)[O-])c1 (stereo not drawn)
    -5 | -5 | -8
- CCOC(=O)C(=O)NCC1Cc2cc(OC)ccc2O1 (stereo not drawn)
    20 | -4 | -6

# Additional compounds
canonical_smiles	NPYLR7 agonist	hcGAS lum	mcGAS lum
CN1C(=O)NC(c2ccc(C(C)(C)C)cc2)C2=C1CN(CC(=O)NCc1ccccn1)C2=O (stereo not drawn)	1	-5	-4
c1ccc(OCCCCSCc2nc3ccccc3[nH]2)cc1	1	-8	x
COC(=O)c1ccc(C2Nc3cccc4cccc(c34)N2)cc1	-5	-9	-6
Cn1c(SCc2ccccc2)nnc1C1CCS(=O)(=O)C1 (stereo not drawn)	1	-4	x
O=C(Cc1cccs1)N1CCC(c2nc(-c3ccc4c(c3)OCO4)no2)CC1	-3	-7	-8
O=C(NCC1CC1)C1(CCO)CC12CCOCC2 (stereo not drawn)	x	-13	-7
COc1ccc(OCc2nn3c(C(F)(F)F)nnc3s2)cc1	-1	4	1
Cc1ccc(-c2nc(C=Nc3ccccn3)c(O)o2)cc1	-5	-5	x
CCn1nnc2c(NCCCOC)ncnc21	9	-6	x
CN1CCC2(CC1)CN(C(=O)COCC1CCCCO1)CCN2C (stereo not drawn)	8	-4	x
CCCN(CC(=O)N(CCc1c[nH]c2ccccc12)Cc1ccc(F)cc1)C(=O)c1cccc(C(F)(F)F)c1	22	-7	-7
COc1cc(-c2ccc3nnc(-c4ccc(OCCCN(C)C)cc4)n3c2)ccc1O	1	-5	-5
COCCN(Cc1ccc(C)cc1)Cc1cnc2nccn2c1	20	-7	x
Cc1cc(C(=O)N2CCC2(C)C(=O)N2CCCCC2)nn1C (stereo not drawn)	5	-4	-2
Cc1cc(C)cc(C(=O)NCC(=O)OCC(=O)Nc2cc(F)ccc2F)c1	1	-3	x
CCNc1nc(N)nc(ON=C(C)C)n1	0	-7	x
Cc1c(C(=O)NCCCN2CCCCC2C)cc(-c2ccc(Cl)cc2)n1-c1ccc(F)cc1 (stereo not drawn)	14	-2	-3
COc1ccc(NC(=O)Cn2cc(OC)c(=O)cc2CSc2nccc(C)n2)cc1	-4	-2	-6
CCOc1ccccc1CN1C(=O)C(O)(CC(C)=O)c2ccccc21 (stereo not drawn)	7	-9	x
CC(=O)Nc1ccc(S(=O)(=O)Oc2ccc(Cl)cc2CN(Cc2ccco2)C(=O)c2ccccc2Cl)cc1	17	-3	-4

# (further entries)
canonical_smiles	NPYLR7 agonist	hcGAS lum	mcGAS lum
COc1ccc2oc(=O)n(C3CCN(C(=O)COC(C)=O)CC3)c2c1	-5	-6	-6
COc1ccc2nc(-n3nc(C)cc3NC(=O)c3ccccc3S(C)(=O)=O)sc2c1	-8	-8	-13
CCCCn1cc(S(=O)(=O)c2ccccc2)c(=O)c2cc(F)ccc21	-10	-5	-6
COCCN(CC(=O)N(CCc1c[nH]c2ccccc12)Cc1ccccc1)C(=O)c1cc(OC)cc(OC)c1	-4	-10	-4
COc1ccc(CCN(Cc2ccc(C)o2)C(=O)CN(CCN2CCCC2)C(=O)Nc2ccc(C)cc2)cc1OC	-2	-3	-5
CCc1cc(N2CCOCC2)nc(SCc2ccc(C(=O)NCCc3ccccn3)o2)n1	5	-3	-6
CCCCCCCC(=O)Nc1c(-c2cccc(F)c2)nc2cc(C)ccn12	-6	-2	-2
O=C(CCC1CCN(Cc2cc3ccccc3o2)CC1)N1CCN(c2ccccc2)CC1	10	-7	-10
COc1ccc2c(c1OC)C(=O)OC2Nc1ccc2c(c1)nc(Cn1cccn1)n2CC(C)C (stereo not drawn)	2	-9	x
COC(c1ccc2c(c1)CN(C(=O)C1Cc3ccccc3O1)CCO2)C1CCCCC1 (stereo not drawn)	18	-9	-13
CCN1CCN(Cc2snnc2C(C)C)[C@H]2CS(=O)(=O)C[C@H]21	x	0	0
CCCC(C)CS(=O)(=O)NCc1cccnc1OC (stereo not drawn)	6	-8	-11
NC(=O)C1CCCN1S(=O)(=O)c1cc(Cl)cc(Cl)c1 (stereo not drawn)	-4	4	x
Cc1c(C)c(C)c(S(=O)(=O)NCCCN2CCCCCC2=O)c(C)c1C	6	-3	x
c1ccc(Nc2nc(N3CCCC3)nc3nccnc23)cc1	9	3	x
CC1CCN(C(=O)C2Cc3ccccc3O2)c2ccccc2S1 (stereo not drawn)	11	-12	x
CCN=c1scc(-c2ccc(C)c(C)c2)n1N=Cc1cccnc1	-2	-6	x
O=C(c1ccc(F)cc1)N1CCN(CC(O)c2ccccc2Cl)CC1 (stereo not drawn)	20	-5	-8
CCOC(=O)C1(C/C=C/c2ccccc2)CCCN(C(=O)CCc2c(C)noc2C)C1 (stereo not drawn)	5	-9	x
CNC(=O)c1cccc(OCc2ccccc2F)c1	-1	-12	x

# (continued)
canonical_smiles	NPYLR7 agonist	hcGAS lum	mcGAS lum
CCN(CC)c1ccc(CN(C(=O)c2ccccc2F)C2CC2)c(OS(=O)(=O)CC)c1	2	-3	-7
CCOC(=O)c1c(NC(=O)C2CCN(S(=O)(=O)c3ccccc3F)CC2)sc2c1CCCC2	2	-6	-8
CCc1nc(CN(C)Cc2nnc(-c3ccccc3)o2)c(C)[nH]1	16	-4	x
O=C(CCc1nnc2c3cc(-c4ccc(F)cc4)nn3ccn12)N1CCOCC1	-5	1	0
COc1ccc(C(C)(C)C)cc1S(=O)(=O)N(C)C1CCCCC1	0	-6	x
CCCN(CCc1c[nH]c2ccc(NC(=O)c3cccc(Cl)c3Cl)cc12)CC1CC1	2	-7	-7
OCCn1ncc2c1CN(c1noc(-c3ccccc3)n1)C2	1	-1	-7
CC(C(=O)Nc1ccc(Cl)cc1)N1CCC(NS(=O)(=O)c2cccs2)CC1 (stereo not drawn)	3	-12	x
COc1ccc(CCOC(=O)C2CCCCN2C(=O)C2CCCCCC2)cc1OC (stereo not drawn)	-9	-3	0
Cc1csc(NC(=O)NC2CC(=O)N(c3ccc4c(c3)OCCO4)C2)n1 (stereo not drawn)	-17	-5	-7
CCOC(=O)Cn1c(=O)c2c(nc3n2CCCN3c2ccc(CC)cc2)n(C)c1=O	6	-7	-10
CC(=O)N1CCN(C(=O)C2CCC(C(=O)N3CCN(C(C)=O)CC3)CC2)CC1 (stereo not drawn)	1	-8	x
COCC(O)CN(Cc1cccc(F)c1)CC1CC(c2ccc(Cl)cc2)=NO1 (stereo not drawn)	-2	-1	-4
COc1cc2c(cc1OC)C(c1ccc(F)cc1)N(C(=O)c1cc(Cl)cc(Cl)c1)CC2 (stereo not drawn)	9	-7	-2
Cc1ncoc1C(=O)N1CCC(Oc2cccc(C(=O)NCc3ccccn3)c2)CC1	2	-4	x
COc1ccc(OC)c(SCc2ccc(C(=O)N3C4CCC3CC(Oc3cc(C)ccc3Cl)C4)cc2)c1 (stereo not drawn)	31	-3	-6
CCN(CC)S(=O)(=O)c1ccc(C(=O)NCCSCc2cccs2)cc1	1	-4	-5
O=C(NCCSCc1c(Cl)cccc1Cl)c1cncn1-c1cccc(-c2ccc(Oc3ccccc3)cc2)c1	19	-10	-6
Cc1c(C(=O)NCc2cccnc2N2CCN(C)CC2)n(C)c2ccccc12	x	-5	-12
Cc1c(C)n2c3c(=O)n(CCN4CCCCC4)c(=O)n(C)c3nc2n1-c1ccc(Br)cc1	1	-3	x
CC(C)N(Cc1ccc(F)cc1)Cc1ccc(C(C)(C)O)o1	4	-4	-3
O=C(NCc1ccco1)c1coc(CN(CCc2c[nH]c3ccccc23)Cc2cccc(Cl)c2Cl)n1	18	-3	-5
O=C(CC1CCS(=O)(=O)C1)N(Cc1ccc(Cl)c(Cl)c1)C1CC1 (stereo not drawn)	9	-13	x

# Arranged by number of heavy atoms (smallest number first): part of the list above
canonical_smiles	NPYLR7 agonist	hcGAS lum	mcGAS lum
CCCN(CCc1c[nH]c2ccc(NC(=O)c3cccc(Cl)c3Cl)cc12)CC1CC1	2	-7	-7
COc1cc2c(cc1OC)C(c1ccc(F)cc1)N(C(=O)c1cc(Cl)cc(Cl)c1)CC2 (stereo not drawn)	9	-7	-2
COc1ccc(OC)c(SCc2ccc(C(=O)N3C4CCC3CC(Oc3cc(C)ccc3Cl)C4)cc2)c1 (stereo not drawn)	31	-3	-6
